CHT inh: inhibits the human high affinity choline transporter | Q9GZV3 | CHT-expressing cells, membrane potential dye, choline response; stronger effect = lower value | B-score at 10 µM | 0.86% of 310,000 active | AID 488975;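 active means B-score over 3 SD under the library average, and starting fluorescence ratio not unusually high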;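 further: choline stimulus applied at its EC90 after an EC20 pre-addition; B-score computed on integrated fluorescence ratio after choline addition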
Target sequence (Q9GZV3 whole entry, looked up): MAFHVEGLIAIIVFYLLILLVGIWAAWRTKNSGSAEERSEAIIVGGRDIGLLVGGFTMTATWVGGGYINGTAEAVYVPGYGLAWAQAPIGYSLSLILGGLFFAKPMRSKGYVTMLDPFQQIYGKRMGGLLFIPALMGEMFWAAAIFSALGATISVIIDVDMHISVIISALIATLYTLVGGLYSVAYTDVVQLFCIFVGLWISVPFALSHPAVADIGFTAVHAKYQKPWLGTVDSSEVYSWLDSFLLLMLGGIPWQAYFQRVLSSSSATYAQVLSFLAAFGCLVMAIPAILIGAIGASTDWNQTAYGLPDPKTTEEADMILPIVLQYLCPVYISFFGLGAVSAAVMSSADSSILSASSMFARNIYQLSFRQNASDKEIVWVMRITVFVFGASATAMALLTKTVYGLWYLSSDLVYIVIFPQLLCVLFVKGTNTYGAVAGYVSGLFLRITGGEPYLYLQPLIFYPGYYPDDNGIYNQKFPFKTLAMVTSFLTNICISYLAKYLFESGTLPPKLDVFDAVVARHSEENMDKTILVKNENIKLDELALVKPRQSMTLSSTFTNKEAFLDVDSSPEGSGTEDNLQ
KCNQ2 inh: KCNQ2 potassium channel inhibitors, primary screen, cell-based, CHO-K1, FluxOR thallium flux, B-score (AID 2156). 20 min; stronger effect = lower value. 1.1% of 310,000 active. O88943. B-score at 10 µM;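 active means fluorescence ratio B-score at most minus 3 library SDs, with starting brightness B-score within 2 library SDs, cut at about -5.5 in these data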
* hit, by the source's call; i = inactive; / = not tested or not shown.

entry	Molecule	KCNQ2 inh	CHT inh
1	O=C1[C@H]2[C@@H](c3ccc(F)cc3)N3C(=O)N(c4cccc(F)c4)C(=O)[C@@]3(Cc3ccccc3)[C@H]2C(=O)N1C1CCCCC1	i	i
2	Cc1ccc2c(C(=O)CN3CCN(C4CCCCC4)CC3)c(C)[nH]c2c1	i	i
3	O=C(N/N=C/c1cccs1)c1cc(-c2ccc3ccccc3c2)n[nH]1	i	i
4	CC(C)CN(C(=O)CCC(=O)OCc1ccc(Cl)cc1Cl)c1c(N)n(CC(C)C)c(=O)[nH]c1=O	i	i
5	CCO[C@H]1OC(C(N)=O)=C[C@@H](C)[C@@H]1CCCO	i	i
6	COc1ccc(Nc2nc(-c3cccnc3)nc3ccccc23)cn1	i	i
7	COc1ccc(F)c(-c2nc(CN3CCN(C(=O)c4ccco4)CC3)c(C)o2)c1	i	i
8	CCC(C)Nc1nc(CN2CCOCC2)nc2sc3c(c12)CCC3 (configuration not stated)	i	i
9	N#Cc1c(SCc2ccc(Cl)cc2)sc(C(=O)c2ccccc2)c1N	i	i
10	COc1ccccc1NC(=O)c1cccc(S(=O)(=O)N2CCN(Cc3ccccc3)CC2)c1	i	i
11	COc1ccc(CCNCC(=O)Nc2ccc(OC(F)F)cc2)cc1	i	i
12	Cc1cc(SCCOc2ccccc2)nc(N)n1	i	i
13	COc1cc2c(cc1NCc1ccccn1)oc1ccccc12	i	i
14	C=C[C@@]1(C)CC(=O)[C@]2(O)[C@@]3(C)[C@@H](O)CCC(C)(C)[C@@H]3[C@H](O)[C@H](OC(C)=O)[C@@]2(C)O1	i	-6.42*
15	Cc1ccc(N(C(=O)c2ccc(S(=O)(=O)N3CCOCC3)cc2)C2C=CS(=O)(=O)C2)cc1C (configuration not stated)	i	i
16	COc1ccc(NC(=O)c2ccccc2NC(=O)c2ccco2)c(OC)c1	i	i
17	O=C(Nc1ccc2c(c1)OCCO2)c1cccc(Cl)c1Cl	i	i
18	O=C(Nc1ccccc1C(F)(F)F)c1cnccn1	i	i
19	Cc1cccc(N=C2Sc3nc4c(C)c(C)ccc4cc3CN2CCN2CCOCC2)c1	i	i
20	CCn1c(C)c(C)c2cc(C(=O)NCCCN3CCCCCC3)ccc21	i	i
21	CC(C)(C)c1ccc(C(=O)NC(=S)Nn2cnnc2)cc1	i	i
22	Cc1nc(N2CCC(C)CC2)c2c(C)c(C(=O)Nc3ccc(C(F)(F)F)cc3)sc2n1	i	i
23	Cc1ccc(NC(=S)NCc2ccc(Cl)cc2)c(OC(F)F)c1	i	i
24	CCOC(=O)C1=C(C)OC(N)=C(C#N)C1c1cncc(-c2ccc(F)cc2)c1 (configuration not stated)	i	i
25	CCOC(=O)c1c(C)oc2ccc(O)c(CN3CCCCC3)c12	i	i
26	COc1ccc(C)cc1NC(=O)C(OC(=O)c1cnccn1)c1ccccc1 (configuration not stated)	i	i
27	CN(c1cccc(NC(=O)Nc2cccc(Cl)c2)c1)S(C)(=O)=O	i	-6.66*
28	O=C(Nc1ccc(Cl)cc1C(F)(F)F)c1ccccc1Cl	i	i
29	CC(=O)Nc1ccc(C(=O)OCc2ccccc2Br)cc1	i	i
30	CCOC(=O)c1cn(Cc2ccccc2)nc1-c1ccccc1	i	i
31	Cc1cccc(NCc2nnc(-c3ccccc3)o2)c1C	i	i
32	NS(=O)(=O)c1ccc(NC(=S)NNC(=O)c2ccc(Br)o2)cc1	i	i
33	O=C(N/N=C/c1cccc2ccccc12)c1cc2ccccc2o1	i	/
34	Cc1cc(NC(=O)c2cccc(S(=O)(=O)N3CCCCCC3)c2)no1	i	i
35	CC(C)C(=O)Nc1ccc(C(=O)NC2CCSC2=O)cc1 (configuration not stated)	i	i
36	COc1ccc(OCC(O)CN(C2CCCCC2)C2CCCCC2)cc1 (configuration not stated)	i	i
37	COc1cccc(C(=O)CC(=O)C(=O)Nc2cccc([N+](=O)[O-])c2C)c1	i	i
38	Cc1c(NC(=O)C(C)OC(=O)CCC2CCCC2)c(=O)n(-c2ccccc2)n1C (configuration not stated)	i	i
39	CCOC(=O)c1cc(-c2ccccc2)sc1NC(=O)C(C)(C)C	i	i
40	CC(C)CC(C(=O)NC(C)(C)C)N(CC1CCCO1)C(=O)c1snc(C(N)=O)c1N (configuration not stated)	i	i
41	COc1ccccc1CNC(=O)CCNC(=O)Cn1ccc2ccccc2c1=O	i	i
42	COc1ccc(OC)c(NC(=O)CSc2nc3n[nH]c(C)c3c(=N)n2-c2cccc(Cl)c2C)c1	i	i
43	CCOC(=O)c1csc(NC(=O)c2ccc(N3C(=O)CCC3=O)cc2)n1	i	i
44	CCOc1ccc(CC(=O)NCCS(=O)(=O)N2CCN(c3ccccc3)CC2)cc1	i	i
45	COc1ccc(N(CC(=O)Nc2cccnc2)S(=O)(=O)c2ccc(C)cc2)cc1Cl	i	i
46	CCCCNC(=O)C1Cc2cc(S(=O)(=O)N3CCCCC3)ccc2N1C(C)=O (configuration not stated)	i	i
47	CC1CN(CCOc2ccc([N+](=O)[O-])cc2)CC(C)O1 (configuration not stated)	i	i
48	COc1ccc(-c2nnn(CC(=O)N(CC(=O)NC3CCCC3)Cc3cccs3)n2)cc1OC	i	i
49	CN(C)S(=O)(=O)c1ccc(C(=O)NCC(=O)N/N=C/c2ccccc2Cl)cc1	i	i
50	Cc1nonc1C1CCCN1Cc1nc(-c2ccc(F)cc2F)oc1C (configuration not stated)	i	i
51	COc1ccc(OCc2cc(/C=N\NC(=O)c3ccccc3)ccc2OC)cc1	i	i
52	O=C(Nc1ccc2nccnc2c1)c1cnccn1	i	i
53	C/C(=N/OC(=O)c1c(-c2ccccc2Cl)noc1C)c1cnccn1	i	i
54	CC1=C(C(=O)OCc2ccccc2)C(c2cccc(Cl)c2Cl)NC(=O)N1CCCCCC(=O)O (configuration not stated)	i	i
55	Cc1[nH]c(=O)[nH]c(=O)c1S(=O)(=O)Nc1ccc(Oc2ccccc2)cc1	i	i
56	O=C(NC1CCCCC1)C1CC(O)CN1C(=O)OCc1ccccc1 (configuration not stated)	i	i
57	O=C(O)CNC(=S)N(Cc1ccccc1Cl)C1CCCC1	i	i
58	COc1ccc(C2CC(c3cccc(Cl)c3)n3nc(N)nc3N2)cc1 (configuration not stated)	i	i
59	O=C(COC(=O)c1ccc(S(=O)(=O)N2CCOCC2)cc1)NC1CCCCCCC1	i	i
60	CCCc1noc2c1/C(=N\O)CC(c1ccccc1)C2 (configuration not stated)	i	i

Marked active in CHT inh, of those listed so far:
entry	Molecule	KCNQ2 inh	CHT inh
14	C=C[C@@]1(C)CC(=O)[C@]2(O)[C@@]3(C)[C@@H](O)CCC(C)(C)[C@@H]3[C@H](O)[C@H](OC(C)=O)[C@@]2(C)O1	i	-6.42*
27	CN(c1cccc(NC(=O)Nc2cccc(Cl)c2)c1)S(C)(=O)=O	i	-6.66*

Next part.
entry	Molecule	KCNQ2 inh	CHT inh
61	CN(CCOc1ccc(Br)cc1)CC(O)COc1ccc(C#N)cc1 (configuration not stated)	i	i
62	O=C(Cc1ccc(S(=O)(=O)N2CCCC2)s1)Nc1nc2c(s1)CCCC2	i	i
63	O=C(CSc1ccccc1)N1CCCC(N2CCN(c3ccc(F)cc3)CC2)C1 (configuration not stated)	i	i
64	O=C(Cc1cccs1)N(c1ccc(Cl)cc1)C1C=CS(=O)(=O)C1 (configuration not stated)	i	i
65	Cc1ccc(-n2nc(C(=O)c3ccccc3)n3c(=O)c(Cc4ccccc4)nnc23)cc1	i	i
66	CC(C)OC(=O)c1c(NC(=O)Cn2cnc([N+](=O)[O-])n2)sc2c1CCCC2	i	i
67	CCOc1ccc(OCC(=O)Nc2ccccc2N2CCCC2)cc1	i	i
68	O=C1CN(S(=O)(=O)c2ccccc2)CC(=O)N1CCc1ccccc1	i	i
69	Fc1cccc(C2CC(c3cccc(Br)c3)Nc3nnnn32)c1 (configuration not stated)	i	i
70	CCN(c1ccccc1)S(=O)(=O)c1ccc(C(=O)N(CCCN(C)C)c2nc3c(C)cccc3s2)cc1	i	i
71	O=c1c2ccccc2c2c(O)nc(-c3ccccc3)n2n1Cc1ccccc1	i	i
72	COC(=O)c1sccc1NC(=S)N1CCC(C(N)=O)CC1	i	i
73	CCOc1ccc2nc3c(cc2c1)CN(CCOC)C(=NCCOC)S3	i	i
74	CSc1ccc(/C=C(\NC(=O)c2ccc(C)cc2)C(=O)Nc2cccc(C)c2)cc1	i	i
75	Cc1cccc(NC(=O)CNC(=O)COc2ccc(C(=O)c3ccc(F)cc3)cc2)c1C	i	i
76	N#Cc1ccc(N2CCN(C(=O)c3cccs3)CC2)c(F)c1	i	i
77	Cc1noc(/C=C/c2ccco2)c1S(=O)(=O)N1CCC(C(=O)NC(C)c2ccccc2)CC1 (configuration not stated)	i	i
78	Cn1c(=O)c2c(ncn2CC(COCc2ccc(Cl)cc2)OCc2ccc(Cl)cc2)n(C)c1=O (configuration not stated)	i	i
79	Cc1ccc(C(=O)OCc2nc(N)nc(Nc3ccccc3C)n2)cc1	i	i
80	O=C(COC(=O)c1ccc(O)cc1)Nc1nccs1	i	i
81	O=[N+]([O-])c1ccc(/C=N/N/C(=N/c2ccccn2)c2ccccn2)cc1	i	i
82	CCCCOc1ccccc1C(=O)NCCCC(=O)O	i	i
83	COc1ccc2c(c1)CCc1c(C(=O)Nc3ccn(Cc4ccc(C)cc4)n3)noc1-2	i	i
84	O=C(Nc1c[nH]c(=O)[nH]c1=O)c1cccc(F)c1	i	i
85	CNC(=O)c1ccc(CNC(=O)OCc2ccccc2)cc1	i	i
86	COc1ccc(OC)c(S(=O)(=O)NC(N)=NCCc2ccccc2OC)c1	i	i
87	CCOc1ccc(CNC(=O)C(C)n2nc(C)c3c(C)n(-c4ccccc4)nc3c2=O)cc1 (configuration not stated)	i	i
88	O=C(NC1CC1)c1c[nH]c2ccc(S(=O)(=O)Nc3cccc(C(F)(F)F)c3)cc2c1=O	i	i
89	CC(=O)Nc1ccc(NC(=O)CN2C(=O)COc3ccc(S(=O)(=O)N4CCOCC4)cc32)cc1	i	i
90	C1=Nc2ccccc2CN1c1ccccc1	i	i
91	O=C(NNC(=O)C1CCC1)c1ccc(Cl)cc1	i	i
92	O=C(O)c1nn2cc(CCO)cnc2c1Cl	i	i
93	Nc1ccccc1SCC(=O)Nc1ccc2c(c1)OCO2	i	i
94	CC1CCN(C(=O)CSc2nc(=O)n3ccccc3n2)CC1	i	i
95	Clc1cc(Sc2ccc(Br)cc2)nnc1-c1ccccc1	i	i
96	CC(C)Cc1nnc(NC(=O)C2CCN(C(=O)c3ccc(Cl)cc3)CC2)s1	i	i

Profiles, quoted from the list. Order of screens: KCNQ2 inh | CHT inh
CN(CCOc1ccc(Br)cc1)CC(O)COc1ccc(C#N)cc1 (configuration not stated) is listed with i | i
Cc1cccc(N=C2Sc3nc4c(C)c(C)ccc4cc3CN2CCN2CCOCC2)c1 is listed with i | i
CSc1ccc(/C=C(\NC(=O)c2ccc(C)cc2)C(=O)Nc2cccc(C)c2)cc1 is listed with i | i
N#Cc1c(SCc2ccc(Cl)cc2)sc(C(=O)c2ccccc2)c1N is listed with i | i
CC1=C(C(=O)OCc2ccccc2)C(c2cccc(Cl)c2Cl)NC(=O)N1CCCCCC(=O)O (configuration not stated) is listed with i | i

The list goes on:
entry	Molecule	KCNQ2 inh	CHT inh
97	O=S(=O)(Nc1ccc2cn[nH]c2c1)c1ccc(Cl)cc1	i	i
98	COC(=O)c1ccc(/C=N/Nc2nc(-c3ccc(C)cc3)cs2)cc1	i	i
99	CSc1ccc(/C=C2\C(=N)N3N=C(CC(=O)N4CCCCC4)SC3=NC2=O)cc1	i	i
100	Cc1nn(CCC(=O)Nc2cccc(C#N)c2)c(C)c1S(=O)(=O)N1CCCCC1	i	i
101	CC(C)n1nnc2c(=O)oc3ccccc3c21	i	i
102	COc1ccc(S(=O)(=O)N2CCN(Cc3cc(OC)c(O)c(OC)c3)CC2)cc1	i	i
103	CC(C)C(=O)N(Cc1cc(=O)[nH]c2ccccc12)c1ccccc1	i	i
104	O=C1CCCC(O)=C1C1NCCc2ccccc21 (configuration not stated)	i	i
105	CN(C)C(=O)C(OC(=O)c1ccc2c(c1)CCCC2)c1ccccc1 (configuration not stated)	i	i
106	CC(=O)Oc1c(-c2ccco2)oc2ccccc2c1=O	i	i
107	CC(C)(C)NC(=O)CN1CCN(C(=O)CCl)CC1	i	i
108	NC(=O)c1cnccn1	i	i
109	Cc1cc(NC(=O)c2ccccc2)n(-c2nc3ccccc3[nH]2)n1	i	i
110	CCN1C(=O)CC(N2CCC(Cc3ccccc3)CC2)C1=O (configuration not stated)	i	i
111	O=C(CSc1nnnn1-c1ccccc1)c1cc2ccccc2oc1=O	i	i
112	N#Cc1ccc(CSc2nnc(-c3ccccn3)n2-c2ccccc2)cc1	i	i
113	CCOC(=O)Cc1c(Sc2ccccc2)c2ccccc2n1C	i	i
114	COc1ccccc1CN(C(=O)CNC(=O)c1ccco1)C(C(=O)NCC1CCCO1)c1ccccc1 (configuration not stated)	i	i
115	O=C(CSc1ccc2nnc(-c3cccnc3)n2n1)Nc1ccccc1	i	i
116	Cc1ccc(N(CC(=O)NCCSCc2ccco2)S(=O)(=O)c2ccc(C)cc2)cc1	i	i
117	CCOC(=O)C(O)C1CCc2c([nH]c3ccc(C)cc23)C1=O (configuration not stated)	i	i
118	Cc1[nH]c2ccccc2c1C(c1ccncc1)N1CCN(c2ccccc2F)CC1 (configuration not stated)	i	i
119	COc1ccc(-c2csc3nc(C)nc(N4CCN(C(C)=O)CC4)c23)cc1OC	i	i
120	O=C(CCN1C(=O)c2ccccc2C1=O)NC(=S)Nc1ccccc1	i	i
121	CCc1nccn1CCC(=O)NC1CC(C)(C)Cc2c1cnn2-c1ccc(C)cc1 (configuration not stated)	i	i
122	Cc1ccc(-c2noc(CCC(=O)N3CCCc4ccccc43)n2)cc1	i	i
123	COc1ccc2[nH]c(C(=O)Nc3ccccc3Cl)cc2c1	i	i
